Screening data as filed in PubChem BioAssay.
CRFR2-BP antag: CRF-BP/CRF-R2 complex antagonism | AID 588475 | HEK293 CRF-R2/CRF-BP, CRF-induced calcium fluorescence | hit rate 0.59% among 350,000 | inhibition, % at 11.8 µM;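 active = inhibition of the ligand-induced calcium signal above about 50% at the single tested concentration, limit read from the data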
GalR3 antag: antagonists of human GalR3; O60755; HEK293 GalR3-CNG cAMP membrane potential fluorescence; galR3 body fused to GalR1 C-terminus; inhibition, % at 3 µM; hit rate 0.44% among 360,000; AID 651719;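 active = inhibition above the screen-wide average plus 3 SD, cut at about 13% in these data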;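 also: forskolin and galanin both at EC90 stimulate the cells; cAMP rise reported by CNG channel membrane potential dye signal; 0% = forskolin plus galanin with DMSO and 100% = forskolin alone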
Target sequence (O60755 1-299 limits assumed): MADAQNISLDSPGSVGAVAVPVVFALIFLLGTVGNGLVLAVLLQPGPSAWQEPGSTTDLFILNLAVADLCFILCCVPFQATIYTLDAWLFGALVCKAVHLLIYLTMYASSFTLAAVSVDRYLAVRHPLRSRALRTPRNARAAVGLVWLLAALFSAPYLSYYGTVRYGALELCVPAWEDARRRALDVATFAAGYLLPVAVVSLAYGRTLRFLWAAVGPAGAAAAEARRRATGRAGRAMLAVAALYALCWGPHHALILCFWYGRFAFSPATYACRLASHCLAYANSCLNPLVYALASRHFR
NS3 helicase inh: HCV NS3 helicase inhibition | NS3 helicase DNA unwinding, Cy5 molecular beacon fluorescence | inhibition, % at 10.9 µM | hit rate 0.56% among 290,000 | AID 1800;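 active = inhibition above the mean of all tested compounds plus 3 SD, set per campaign, cut at about 35% in these data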;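 also: 0% = DMSO wells and 100% = thioflavine S control wells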
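System: NS3 helicase fragment of HCV / Schedule: 1 h at 25 °C / Control set: DMSO alone as 0% and 110 µM thioflavine S as 100% / Reagent: Cy5/quencher beacon DNA duplex and ATP to start / Technique: Cy5 fluorescence / Replication: singlicate / Evaluation: % inhibition of end-to-start signal ratio versus controls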
FID counter: counter-screen for HCV NS3 helicase inhibitors: DNA intercalator displacement; inhibition, % at 7.9 µM; DNA fluorescent intercalator displacement, fluorescence; hit rate 0.17% among 290,000; AID 1845; in the data active = inhibition above about 37%;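 also: 0% = vehicle and 100% = reference compound; higher means more ethidium bromide displaced from hairpin DNA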
MEKK2mut PB1 HTS: signal of MEK5 binding to mutant human MEKK2 PB1 domain; bead flow cytometry, Alexa488-MEK5 binding to MEKK2 mutant; percent response, % at 10 µM; hit rate 0.35% among 290,000; in the data active = percent response above about 24%, passing the limit was not always enough; also: inactives centre near 1; some results filed as inactive read as strong as hits
CRFBP-R2 agonist: agonists of human CRF-binding protein/CRF-R2 receptor complex; AID 588473; HEK293 CRF-R2/CRF-BP, calcium dye fluorescence (FLIPR); percent of saturating CRF peptide response; activation, % at 13.2 µM; hit rate 0.46% among 350,000;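 active = activation of at least 50%, plus an integration ratio under a set limit after plate pattern correction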;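 also: plate controls were neutral control wells without compound for no effect and CRF at EC100 for full effect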
MEKK3 PB1 HTS: modulators (inhibitors or enhancers) of MEK5 binding to human MEKK3 PB1 domain; binding response (% of control), % at 10 µM; bead-based flow cytometry, Alexa488-MEK5 binding to MEKK3; actives lie on both sides; 0 = blocked by unlabeled MEK5, 100 = vehicle; Q99759; hit rate 1.4% among 290,000;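 active = binding response more than 3 SD above or below the average of its plate-row segment, actives on both sides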;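 also: Alexa488 bead fluorescence after subtracting the streptavidin-only scavenger bead signal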
Target sequence (Q99759 whole entry, looked up, the tested form may be a part): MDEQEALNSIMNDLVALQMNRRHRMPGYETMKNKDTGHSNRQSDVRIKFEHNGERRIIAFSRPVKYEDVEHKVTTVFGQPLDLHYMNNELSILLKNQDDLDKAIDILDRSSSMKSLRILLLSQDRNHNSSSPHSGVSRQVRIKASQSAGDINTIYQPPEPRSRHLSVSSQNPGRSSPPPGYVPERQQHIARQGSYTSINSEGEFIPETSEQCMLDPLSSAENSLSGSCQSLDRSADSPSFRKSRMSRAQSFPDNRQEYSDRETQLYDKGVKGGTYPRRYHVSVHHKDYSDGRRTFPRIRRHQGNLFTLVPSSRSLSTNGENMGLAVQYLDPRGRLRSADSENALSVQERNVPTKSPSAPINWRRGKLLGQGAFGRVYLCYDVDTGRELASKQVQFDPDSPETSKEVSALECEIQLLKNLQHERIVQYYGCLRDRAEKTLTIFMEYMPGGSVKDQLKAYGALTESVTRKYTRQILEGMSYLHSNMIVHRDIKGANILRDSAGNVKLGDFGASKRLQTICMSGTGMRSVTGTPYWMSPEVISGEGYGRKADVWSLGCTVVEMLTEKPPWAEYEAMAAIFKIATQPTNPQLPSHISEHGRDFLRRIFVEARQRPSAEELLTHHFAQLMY
MEKK2wt PB1 HTS: raises or lowers MEK5 binding to wildtype human MEKK2 PB1 domain; bead flow cytometry, Alexa488-MEK5 binding to MEKK2 WT; actives lie on both sides; binding response (% of control), % at 10 µM; hit rate 1.1% among 290,000; AID 1531; in the data active = binding response below about 67% or above about 130%
UBC9 SUMO inh: inhibitors of human SUMOylation (UBC9); hit rate 0.36% among 290,000; P63279; HTRF SUMOylation assay, SAE1/SAE2 + UBC9, in vitro; AID 2006; inhibition, % at 35 µM; in the data active = inhibition above about 50%, passing the limit was not always enough; also: strong numbers were not always called active
Target sequence (P63279 whole entry, looked up): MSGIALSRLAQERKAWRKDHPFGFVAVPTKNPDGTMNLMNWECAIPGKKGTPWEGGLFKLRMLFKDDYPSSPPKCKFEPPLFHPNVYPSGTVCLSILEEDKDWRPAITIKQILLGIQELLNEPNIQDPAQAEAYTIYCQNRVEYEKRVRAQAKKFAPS
The depositor's hits bear a star; nt = no result given; & = joins results of further samples; [ ] = remark or other dose.

SMILES | CRFR2-BP antag | GalR3 antag | NS3 helicase inh | FID counter | MEKK2mut PB1 HTS | CRFBP-R2 agonist | MEKK3 PB1 HTS | MEKK2wt PB1 HTS | UBC9 SUMO inh
COc1ccccc1NC(=O)N1CCN(c2ccc3nnc(-c4ccc(F)cc4)n3n2)CC1 | 16 | -4 | -4 | -31 | 1 | -7.5 | 102 | 99 | 2
N/C(=N\OC(=O)/C=C/c1ccccc1)c1ccc(Cl)cc1 | -6 | -7 | 17 | -3 | -30 | -0.6 | 86 | 84 | 8
COc1ccccc1NC(=O)CCCCCN1C(=O)c2cccc3cccc(c23)C1=O | 12 | -5 | 20 | -28 | 3 | -2.3 | 113 | 109 | 6
Cc1ccc(OCC(=O)Nc2cc(C(C)(C)C)on2)cc1C | -3 | 2 | -20 | -26 | 3 | -0.2 | 102 | 104 | -14
COc1ccccc1CC(NC(C)=O)C(=O)NC1CCN(C(=O)Nc2ccc(F)cc2)CC1 (centres undefined) | 20 | -1 | 0 | -21 | 3 | 1.9 | 101 | 101 | 6
CCc1cc([N+](=O)[O-])cc(CC)c1N | 11 | -3 | -4 | -1 | -2 | 0.3 | 96 | 97 | 0
Cc1sc(N)c(C(=O)c2ccccc2)c1C | -22 | -4 | -11 | -6 | 0 | 0.7 | 96 | 98 | 19
CCOC(=O)C1=NN(c2ccccc2)C2(S1)SC(C(C)=O)=C(C)N2c1ccccc1 (centres undefined) | 15 | -3 | 1 | -4 | -3 | 0.8 | 96 | 91 | -13
CNC(=O)OCCSCCS(=O)(=O)c1ccc(Cl)cc1 | 5 | 1 | 2 | -2 | -3 | 0.3 | 99 | 94 | -4
Cn1c(OCc2ccco2)nc2c1c(=O)n(Cc1ccc(Cl)c(Cl)c1)c(=O)n2C | -2 | nt | -5 | -6 | -3 | -0.5 | 95 | 94 | -14
COc1cc(-c2csc(N3CCOCC3)n2)cc(OC)c1OC | 14 | -1 | -1 | -17 | 1 | -1.1 | 104 | 106 | 7
CC(C)(C)c1nc(CN2CCOCC2)cc(CN2CCOCC2)c1O | 0 | -3 | -7 | 9 | -5 | -0.4 | 95 | 99 | 14
O=C(NCc1ccccc1)C12CC3CC(CC(C3)C1)C2 | 3 | -4 | -6 | -8 | 2 | 0.0 | 99 | 94 | 14
Cc1nnsc1C(=O)Nc1ccc(S(=O)(=O)N2CCCC(C)C2)cc1 (centres undefined) | -7 | -6 | 23 | -24 | 2 | 2.7 | 101 | 101 | 20
Cc1cccc(-c2nc3c(c(SCC(=O)N4CCOCC4)n2)CCCC3)c1 | -5 | -2 | 15 | -5 | 3 | 1.9 | 105 | 103 | 4
CCn1c(=O)c(=O)[nH]c2cc(C(=O)Nc3ccc(S(=O)(=O)N4CCCC4)cc3)ccc21 | 14 | -3 | 10 | -18 | -6 | 4.9 | 98 | 91 | 20
CCOc1ccc(OCC(=O)Nc2cc3c(cc2C(=O)O)OCCCO3)cc1 | 25 | -6 | 15 | -25 | 8 | -1.1 | 101 | 99 | 13
COc1cnn(-c2ccccc2)c(=O)c1OC | 0 | -4 | 1 | -2 | -21 | 0.8 | 92 | 94 | 10
COc1cc(S(=O)(=O)N2CCOCC2)ccc1NC(=O)CSc1nnc(N)s1 | 19 | 1 | -1 | -2 | 10 | -0.7 | 109 | 113 | 5
Cc1ccnc(NC(=O)CCCc2ccccc2)c1 | -10 | -4 | -8 | -11 | -2 | 1.1 | 97 | 96 | 11
CCOc1ccc(-c2nnc(SCC(=O)Nc3ccc4c(c3)c3ccccc3n4CC)n2N)cc1 | -4 | -5 | -1 | -1 | -2 | 0.2 | 97 | 100 | 48
CC(C)CCn1c(Sc2nc3ccccc3s2)nc2c1c(=O)[nH]c(=O)n2C | -45 | -6 | -4 | -15 | 2 | -6.2 | 101 | 99 | 15
Cn1cc(/C=N/n2cnc3scc(-c4ccccc4)c3c2=O)c2ccccc21 | -22 | -8 | -1 | -2 | 0 | 0.3 | 102 | 95 | 3
O=C(COc1cccnc1[N+](=O)[O-])N1CCc2ccccc21 | -4 | 1 | -7 | 1 | -40 | -0.8 | 99 | 98 | -6
Cc1cccc2cc(COC(=O)C(C)(C)C)c(=O)[nH]c12 | -28 | -1 | -3 | -8 | 4 | -1.0 | 103 | 106 | 8
COc1ccc(C2=NOC(C(=O)NCc3cccs3)C2)cc1 (centres undefined) | -7 | -2 | 9 | -8 | 4 | 0.2 | 114 | 107 | -18
COc1ccc(CN2CCCC(CO)(Cc3ccc(F)cc3)C2)c(OC)c1OC (centres undefined) | -5 | -3 | 3 | 2 | 1 | 3.0 | 98 | 106 | 3
O=C(NCc1ccc(Cl)cc1)C1CCN(S(=O)(=O)c2cccs2)CC1 | 10 | -11 | -12 | -21 | -1 | 0.7 | 99 | 97 | 8
O=C(Nc1ccccc1)C1CCCN(C(=O)c2ccc(Cl)cc2)C1 (centres undefined) | 6 | -5 | 0 | -6 | -6 | -0.1 | 87 | 92 | 4
N#CCC(=O)NN=C1CCCCCCCCCCC1 | -19 | -2 | 4 | 2 | 3 | -0.6 | 104 | 103 | -11
Cc1cccc(C)c1NC(=O)CSc1nnc(Cn2nnc(-c3ccccc3)n2)n1-c1ccccc1 | 3 | 0 | -10 | -35 | -8 | 0.6 | 97 | 90 | -6
CC(C)c1ccc(S(=O)(=O)c2nnn3c2nc(N2CCCCC2)c2ccccc23)cc1 | 37 | -3 | -3 | 3 | 0 | -0.2 | 128 | 99 | 5
COc1cccc(CNC(=O)c2cc(COc3c(F)cccc3F)on2)c1 | -22 | -3 | -8 | -19 | -6 | -1.3 | 96 | 94 | -14
COc1cccc(Nc2nc3ccccc3c(=O)[nH]2)c1 | -41 | -2 | 1 | -7 | -6 | 1.3 | 101 | 95 | 10
CC(C)(C)c1ccc(C(=O)Nc2cccnc2)cc1 | 0 | -2 | -1 | -9 | 3 | -0.9 | 102 | 100 | 7
CC(C)C(=O)N(Cc1cc2ccccc2[nH]c1=O)C(C)C | 8 | -7 | 8 | -4 | -7 | -0.3 | 81 | 89 | 23
Cc1ccc(S(=O)(=O)Nc2cc3c(cc2C#N)OCO3)cc1C(N)=O | 14 | -2 | 8 | -7 | -6 | 1.7 | 102 | 94 | 4
CCOC(=O)C(NC(=O)NCc1ccccc1OC)(OCC)C(F)(F)F (centres undefined) | -3 | -3 | -2 | -3 | -1 | -1.6 | 99 | 98 | -6
CN1CCN(c2nc3c(c(=O)[nH]c(=O)n3C)n2CCSc2nnnn2-c2ccccc2)CC1 | 12 | -6 | -6 | -6 | -2 | -3.1 | 99 | 100 | 15
CCOC(=O)Cn1nc(C)n(-c2ccc(C)cc2)c1=O | -9 | 0 | 5 | -2 | -1 | 2.6 | 103 | 104 | 3
CCCCNC(=O)C(=O)NCCCn1ccnc1 | 1 | -5 | -9 | 2 | -6 | -0.4 | 90 | 95 | -3
CCCCNc1c2c3c(cccc3n(C)c1=O)C(=O)c1ccccc1-2 | -272 | nt | -1 | -6 | -21 | 239* | 74 | 41*[inhibitor] | 25
O=C(CCCC(=O)OCC(=O)NC1CCCC1)Nc1ccccn1 | -6 | 6 | 12 | -9 | 0 | -1.7 | 104 | 105 | 4
COc1ccc(OCCSc2nc3ccccc3c(=O)[nH]2)cc1 | 0 | -3 | 6 | -9 | -1 | -0.4 | 97 | 96 | -24
COc1cc(OC)c(C2N(c3cc(C)on3)C(=O)C3CCCN32)cc1OC (centres undefined) | -34 | 2 | -2 | 3 | 2 | -1.5 | 103 | 107 | 22
O=C(Nc1nc(-c2ccc(S(=O)(=O)N3CCOCC3)cc2)cs1)c1ccccc1 | -8&-53 | -5&9 | -11 | -14 | nt | 0.5&7.4 | nt | nt | -102
Cc1ccc(Oc2ccc(OCC(=O)NC(CC(C)C)C(=O)O)cc2)cc1 (centres undefined) | 9 | 8 | 45* | -24 | -5 | -1.2 | 98 | 94 | 10
COc1cc(C(=O)Nc2cccc(NC(=O)c3ccccc3)c2)cc(OC)c1OC | -2 | -9 | -1 | -31 | 11 | -1.9 | 108 | 110 | 0
CN(C1CCCCC1)S(=O)(=O)c1ccc(S(=O)(=O)N2CCN(C(=O)c3ccccc3F)CC2)cc1 | -2 | -3 | -1 | 1 | 9 | 0.8 | 144* | 133 | 12
CCOc1ccc(NC(=O)CSc2nc3c(c(=O)n2-c2ccccc2OC)SCC3)cc1 | -20 | nt | nt | nt | 6 | 0.6 | 105 | 105 | 1
O=C(COC(=O)c1cc(=O)[nH]c2ccc(Br)cc12)c1ccccc1 | -135 | -1 | 7 | -4 | -11 | 0.1 | 103 | 86 | 0
Cc1cccc(C(C)C)c1NC(=O)c1ccc(COc2ccc3c(C)cc(=O)oc3c2)cc1 | -33 | -5 | 1 | 0 | -1 | 3.1 | 96 | 94 | -13
Cc1ccnc2nc(C(=O)Nc3cc(Cl)ccc3N3CCOCC3)nn12 | 18 | 3 | -8 | -3 | -15 | -1.5 | 77 | 90 | 18
COc1ccccc1N1CCN(S(=O)(=O)CCNC(=O)c2ccc(Br)o2)CC1 | 0 | 2 | 1 | -41 | 4 | -1.0 | 99 | 103 | 5
CCOC(=O)/C(=C/c1cn(C)c2ccccc12)NC(=O)c1ccccc1 | -9 | 6 | 7 | -27 | -7 | -0.6 | 96 | 99 | -8
CCOc1ccc(/C=N/NC(=O)Cn2ccnc2C)cc1 | -26 | -3 | 5 | 5 | -1 | -1.3 | 102 | 101 | 8
C=CCSc1n[nH]c(-c2ccccc2)n1 | 23 | -3 | 4 | 4 | 3 | 0.9 | 102 | 102 | 18
Cc1nc(C(=O)NNC(=O)Nc2ccccc2)cs1 | 8 | -3 | -4 | -3 | -1 | -1.4 | 101 | 102 | -10
Fc1ccc(CSc2nc3ccccc3[nH]2)c2ccccc12 | 10 | 0 | -5 | -4 | 10 | 0.7 | 104 | 102 | -3
COc1ccc2cc(C(=O)/C=C/c3cc(OC)c(O)c(OC)c3)ccc2c1 | -19 | 1 | -19 | -24 | -2 | 8.0 | 98 | 92 | 2

Ordered by molecular weight (smallest number first): part of the list above
SMILES | CRFR2-BP antag | GalR3 antag | NS3 helicase inh | FID counter | MEKK2mut PB1 HTS | CRFBP-R2 agonist | MEKK3 PB1 HTS | MEKK2wt PB1 HTS | UBC9 SUMO inh
COc1cc(C(=O)Nc2cccc(NC(=O)c3ccccc3)c2)cc(OC)c1OC | -2 | -9 | -1 | -31 | 11 | -1.9 | 108 | 110 | 0
O=C(Nc1nc(-c2ccc(S(=O)(=O)N3CCOCC3)cc2)cs1)c1ccccc1 | -8&-53 | -5&9 | -11 | -14 | nt | 0.5&7.4 | nt | nt | -102
Cc1cccc(C(C)C)c1NC(=O)c1ccc(COc2ccc3c(C)cc(=O)oc3c2)cc1 | -33 | -5 | 1 | 0 | -1 | 3.1 | 96 | 94 | -13

The list goes on:
SMILES | CRFR2-BP antag | GalR3 antag | NS3 helicase inh | FID counter | MEKK2mut PB1 HTS | CRFBP-R2 agonist | MEKK3 PB1 HTS | MEKK2wt PB1 HTS | UBC9 SUMO inh
COc1cc(-c2cc(=O)c3c(O)c(OC)c(OC)c(OC)c3o2)cc(OC)c1OC | 5 | 2 | nt | nt | 3 | -1.9 | 109 | 111 | -6
Cc1ccc(-c2noc(CCC(=O)NC3CC3)n2)cc1 | 8 | -2 | 1 | -11 | 4 | -0.8 | 99 | 100 | 7
CN(C)c1ccc(C2(c3ccc(N(C)C)cc3)OC(=O)c3cc(N)ccc32)cc1 | 1 | -4 | -37 | -29 | 4 | -1.6 | 107 | 104 | -16
O=C(OCC(=O)N1CCCC1)c1ccc(NS(=O)(=O)c2cccs2)cc1O | -10 | -1 | 3 | -14 | 2 | -2.9 | 95 | 94 | 3

These rows are one share of the data; count on the stated rates, not on these rows.
